TMEM16A inh = blocks the mouse calcium-activated chloride channel TMEM16A; Q8BHY3; HEK293 TMEM16A/YFP iodide influx fluorescence, ionomycin; normalized B-score (activity score, 25-100; higher = stronger inhibition) at 10 µM; hit rate 1.2% among 310,000; AID 588511;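 active = ratio plate-corrected score three or more library SD toward inhibition, starting fluorescence score within five deviations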;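 note: score derived from kinetic fluorescence span divided by baseline fluorescence per well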
TRPC6 activator = mouse TRPC6 channel activation; Q61143; HEK293-TRPC6 membrane potential dye fluorescence; stronger effect = higher value; B-score at 10 µM; hit rate 0.13% among 310,000; AID 2550;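 active = B-score of the integrated fluorescence ratio above library mean plus 3 SD, and starting fluorescence ratio within library mean plus 5 SD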;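 note: higher score means more depolarization so channel activation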
Target sequence (Q61143 whole entry, looked up): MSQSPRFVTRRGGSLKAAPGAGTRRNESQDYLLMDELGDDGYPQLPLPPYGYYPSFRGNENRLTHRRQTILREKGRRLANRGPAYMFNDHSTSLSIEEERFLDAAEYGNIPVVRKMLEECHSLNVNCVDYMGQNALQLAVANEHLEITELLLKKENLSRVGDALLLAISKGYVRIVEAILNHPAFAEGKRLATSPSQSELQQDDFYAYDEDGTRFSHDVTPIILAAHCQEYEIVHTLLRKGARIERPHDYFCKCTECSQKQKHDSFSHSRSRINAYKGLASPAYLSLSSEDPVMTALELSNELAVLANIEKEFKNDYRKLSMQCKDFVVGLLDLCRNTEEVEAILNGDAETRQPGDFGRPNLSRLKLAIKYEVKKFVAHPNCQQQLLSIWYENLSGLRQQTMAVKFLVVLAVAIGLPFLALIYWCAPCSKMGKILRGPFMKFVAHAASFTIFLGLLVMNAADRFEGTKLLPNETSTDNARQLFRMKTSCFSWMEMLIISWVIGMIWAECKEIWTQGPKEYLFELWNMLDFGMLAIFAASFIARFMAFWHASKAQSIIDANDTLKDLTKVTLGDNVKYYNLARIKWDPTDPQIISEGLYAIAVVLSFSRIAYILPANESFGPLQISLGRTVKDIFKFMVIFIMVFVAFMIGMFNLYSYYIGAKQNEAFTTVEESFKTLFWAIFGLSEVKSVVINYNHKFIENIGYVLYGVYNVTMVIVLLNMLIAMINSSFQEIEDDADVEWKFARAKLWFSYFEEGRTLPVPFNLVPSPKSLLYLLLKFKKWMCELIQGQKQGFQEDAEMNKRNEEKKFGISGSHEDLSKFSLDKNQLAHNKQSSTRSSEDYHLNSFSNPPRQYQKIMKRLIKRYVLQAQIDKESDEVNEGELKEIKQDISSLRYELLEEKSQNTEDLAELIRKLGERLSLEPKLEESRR
TRPC4 agonist = opens the mouse TRPC4 cation channel; Q9QUQ5; HEK293 TRPC4beta/mu-opioid, Fluo4 calcium fluorescence; stronger effect = higher value; B-score at 10 µM; hit rate 0.49% among 310,000;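 active = B-score above 5 SD of library B-scores, and initial fluorescence ratio not above library mean plus 5 SD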;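 note: positive B-score marks a calcium rise read as TRPC4 activation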
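Assay system – TRPC4beta and mu-opioid receptor HEK293 stable cells · Measured by – Fluo4 fluorescence, kinetic · Schedule – dye loading 45 min room temperature, 110 s kinetic read · Read-out – B-scored integrated calcium fluorescence ratio · Controls – buffer and maximal DAMGO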
MrgX1 antagonist = blocks BAM8-22 activation of human MrgX1 receptor. Q96LB2. B-score at 10 µM. MRGX1-HEK293 calcium flux, Fluo-4, BAM8-22 antagonism; stronger effect = lower value. hit rate 1.3% among 310,000;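 active = calcium-response B-score plate-corrected more than 3 library SD below zero, starting fluorescence within 5 deviations, no agonist response on first addition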;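 note: peak minus trough fluorescence over baseline after final BAM8-22 challenge near maximal dose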
ANO1 activ = mouse TMEM16A channel activation, primary screen | HEK293 TMEM16A/YFP-H148Q/I152L, iodide quench fluorescence; stronger effect = lower value | B-score at 10 µM | hit rate 0.3% among 340,000;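 active = fluorescence-ratio B-score plate-corrected deviation score at least 3 library SD below zero, with starting fluorescence score within 5 deviations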;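 note: channel opened by trigger with iodide after compound preincubation; score built on the fluorescence ratio of max minus min over baseline; more negative score means more quench and so TMEM16A activation or potentiation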
RGS4 block = human RGS4 inhibition | P49798 | HEK293 M3R/RGS4 inducible, Fluo-4 calcium flux; stronger effect = higher value; triggered by carbachol at its EC20 | B-score at 10 µM | hit rate 0.45% among 310,000;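 active = B-score, a plate-corrected calcium signal, over three deviations above library mean, with baseline fluorescence within five deviations of library mean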;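 note: RGS4 expression induced by doxycycline in cells with stable M3 receptor; B-score is computed from the integrated fluorescence ratio over baseline after carbachol; higher B-score means a larger calcium signal and so more RGS4 inhibition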
TRPC4 PAM = allosteric potentiators of mouse TRPC4 channel; Q9QUQ5; HEK293 TRPC4beta/mu-opioid, DAMGO EC20, Fluo-4 Ca2+ flux; stronger effect = higher value; B-score at 10 µM; hit rate 0.42% among 310,000; AID 2227;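 active = B-score of calcium response area above 5 SD of library B-scores, with initial fluorescence ratio within 5 SD of library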;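 note: B-score of integrated fluorescence ratio over time as area under calcium response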
TRPC4 block = TRPC4 (mouse) channel inhibition; Q9QUQ5; HEK293 TRPC4beta/mu-opioid, DAMGO-evoked Fluo4 calcium flux; stronger effect = lower value; B-score at 10 µM; hit rate 0.39% among 300,000; AID 2247;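 active = B-score over 3 SD under the library average, no early fluorescence shift, positive overall ratio signal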
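Material: HEK293 cells with stable TRPC4beta plus mu-opioid receptor expression / Probe or stimulus: DAMGO in two steps, submaximal then maximal / Compound: single concentration per test compound / Technique: kinetic Fluo4 fluorescence imaging of calcium influx / Read-out: per-well B score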
TRPC6 inhibitor = mouse TRPC6 channel inhibition. Q61143. HEK293-TRPC6, membrane potential dye, ACh-evoked depolarization; stronger effect = lower value. B-score at 10 µM. hit rate 1.1% among 310,000. AID 2553;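 active = B-score under library mean minus 3 SD, initial fluorescence not abnormally high, positive integrated signal ratio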;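 note: B-score derived from integrated fluorescence ratio over the kinetic read; more negative B-score means stronger inhibition of depolarization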
MrgX1 agonist = human MrgX1 receptor agonism, primary screen | B-score at 10 µM | Q96LB2 | MrgX1-HEK293 cells, Fluo-4 calcium fluorescence, agonist mode; stronger effect = higher value | AID 588627 | hit rate 0.44% among 310,000;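 active = calcium response B-score plate-corrected fluorescence ratio at least 3 library SD, with starting fluorescence B-score inside 5 SD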
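Assay system: stable human MrgX1 HEK293 cell line. Quantity: 15,000 cells per well. Schedule: cells plated overnight, dye loaded 0.5 h 37 °C, 0.5 h room temperature. Detection: Fluo-4 NW calcium-flux fluorescence, kinetic read. Read-out basis: peak-minus-minimum fluorescence over baseline, converted to B scores. Control set: positive and negative control wells on each plate.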
MrgX1 PAM = allosterically activates human MrgX1 receptor signaling; AID 588675; Q96LB2; hit rate 0.63% among 310,000; B-score at 10 µM; MrgX1-HEK293, Fluo-4 calcium flux, FDSS; stronger effect = higher value;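 active = plate-corrected calcium response at least 3 library SD above typical, normal starting fluorescence, not activating the receptor alone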;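 note: compound read alongside a low EC10 to EC30 dose of BAM8-22 agonist; peak minus trough fluorescence over baseline measured at the second addition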
Starred values were filed as active, the others as inactive; i = inactive; / = not tested or not shown.

SMILES | TMEM16A inh | TRPC6 activator | TRPC4 agonist | MrgX1 antagonist | ANO1 activ | RGS4 block | TRPC4 PAM | TRPC4 block | TRPC6 inhibitor | MrgX1 agonist | MrgX1 PAM
C#CCOCCOCCOCCNc1nc(N2CCOCC2)nc(N2CCN(C(=O)CCCCCCCCCCNC(=O)[C@H](CO)n3cc(CCCSC)nn3)CC2)n1 | i | / | / | i | i | / | / | / | / | i | i
CC12CC3CC(C)(C1)CC(C(=O)NC1=NCCS1)(C3)C2 | i | i | i | i | i | i | i | i | i | i | i
O=C(NNC(=O)C1CCN(S(=O)(=O)c2ccccc2)CC1)c1ccccc1O | i | i | i | i | i | i | i | i | i | i | i
CN(C)c1ccc(NC(=O)CSc2nc(C3CC3)nc3ccccc23)cc1 | i | i | i | i | i | i | i | i | i | i | i
Cc1ccc(S(=O)(=O)Nc2ccc3c(c2)c2c(n3S(=O)(=O)c3ccc(C)cc3)CCCC2=O)cc1 | i | i | i | i | i | i | i | i | i | i | i
Cc1ccc(S(=O)(=O)N2CCOCC2)cc1NC(=O)CN1CCN(c2ccc(O)cc2)CC1 | i | i | i | i | i | i | i | i | i | i | i
CCO[C@H]1OC(C(=O)Nc2ccccc2)=C[C@@H](C)[C@@H]1CCCO | i | i | i | i | i | i | i | i | i | i | i
Cc1nc(=S)c2c([nH]1)-c1ccccc1CC21CCCCC1 | i | i | i | i | i | i | i | i | i | i | i
CC(C)(C)c1ccc(/C=C2\Oc3cc(OC(=O)N4CCOCC4)ccc3C2=O)cc1 | i | i | i | i | i | i | i | i | i | i | i
O=C1NC(=Nc2ccccc2Br)SC1(CO)CO | i | i | i | i | i | i | i | i | i | i | i
CCCCCC(=O)Nc1nc(C)c(-c2csc(Nc3ccccc3OC)n2)s1 | i | i | i | i | i | i | i | i | i | i | i
CSc1nc(C2CC2)cc(-c2cccs2)c1C#N | i | i | i | i | i | i | i | i | i | i | i
O=C(CCN1C(=O)c2ccccc2C1=O)Nc1ccc(S(=O)(=O)N2CCOCC2)cc1 | i | i | i | i | i | i | i | i | i | i | i
COC(=O)c1ccc(Oc2c(C)oc3cc(OCc4cnn(-c5ccccc5)c4)ccc3c2=O)cc1 | i | i | i | i | i | i | i | i | i | i | i
CCCCS(=O)(=O)N1CCC(C(=O)NCC2CCCO2)CC1 (stereo not given) | i | i | i | i | i | i | i | i | i | i | i
S=C(Nc1cccc(Cl)c1Cl)N1CCC2(CC1)OCCO2 | i | i | i | i | i | i | i | i | i | i | i
O=C1CC(NS(=O)(=O)c2cccnc2)CN1c1ccc(Cl)cc1 (stereo not given) | i | i | i | i | i | i | i | i | i | i | i
O=C(COC(=O)/C=C/c1ccc(S(=O)(=O)N2CCOCC2)cc1)NCc1ccc(Cl)cc1 | i | i | i | i | i | i | i | i | i | i | i
CCOC(=O)c1ccc(Oc2nc(NC)nc(SC)n2)cc1 | i | i | i | i | i | i | i | i | i | i | i
CCN(CC)CCNC(=O)c1cn(CC)c2ccc(S(=O)(=O)N(C)C)cc2c1=O | i | i | i | i | i | i | i | i | i | i | i
CCCC(=O)Nc1c(-c2ccccc2Cl)c(=O)c2ccccc2n1C | i | i | i | i | i | i | i | i | i | i | i
COc1ccc(S(=O)(=O)N(CC(=O)NCc2cccnc2)Cc2ccccc2)cc1 | i | i | i | i | i | i | i | i | i | i | i
O=C(COc1ccc(F)c(Cl)c1)c1ccc[nH]1 | i | i | i | i | i | i | i | i | i | i | i
COc1ccc(CCNc2nc(-c3sc(N)nc3C)cs2)cc1OC | i | i | i | i | i | i | i | i | i | i | i
O=C1c2ccccc2C(=O)C12OC(c1ccccc1)C1(C(=O)c3ccccc3C1=O)C2c1cccc([N+](=O)[O-])c1 (stereo not given) | / | i | i | / | / | i | i | i | i | / | /
COc1cccc(=O)c2c(C)n(-c3cc(C)cc(C)c3)c(C)c12 | i | i | i | i | i | i | i | i | i | i | i
Cc1ccc(S(=O)(=O)N(C)C)cc1NC(=O)c1ccc(OC(F)(F)F)cc1 | i | i | i | i | i | i | i | i | i | i | i
CC(Sc1nnc(Cc2ccc([N+](=O)[O-])cc2)o1)C(N)=O (stereo not given) | i | i | i | i | i | i | i | i | i | i | i
CCN(C(=O)CCCCC(=O)N(CC)c1ccccc1)c1ccccc1 | i | i | i | i | i | i | i | i | i | i | i
CC(C)[N+]1=C2C=CC=CC=C2SC12C([N+](=O)[O-])=CC(=[N+]([O-])[O-])C=C2[N+](=O)[O-] (stereo not given) | i | i | i | i | i | i | i | i | i | i | i
Oc1ccc(-c2cn3cc(C(F)(F)F)ccc3n2)cc1 | i | i | i | i | i | i | i | i | i | i | i
COc1ccc(Cn2c(N)c(C#N)c3nc4ccccc4nc32)cc1 | i | i | i | i | i | i | i | i | i | i | i
O=C(CCn1c(=O)sc2ccccc21)NC1=NCCS1 | i | i | i | i | i | i | i | i | i | i | i
N#CCC(=O)NNC(=S)Nc1ccccc1C(F)(F)F | i | i | i | i | i | i | i | i | i | i | i
Cc1ccc(C(=O)C(OC(=O)CN2C(=O)c3ccccc3C2=O)c2ccccc2)cc1C (stereo not given) | i | i | i | i | i | i | i | / | i | i | i
CCOC(=O)c1c(N)sc2c1CCSC2 | i | i | i | i | i | i | i | i | i | i | i
CN(CC(=O)Nc1ccc(F)cc1)c1ccc(S(=O)(=O)N2CCCC2)cn1 | i | i | i | i | i | i | i | i | i | i | i
CC(C)c1onc(C(=O)Nc2ccc3c(c2)OCO3)c1[N+](=O)[O-] | i | i | i | i | i | i | i | i | i | i | i
COc1ccc(NC(=O)CCN2CCCCCC2)c(OC)c1 | i | i | i | i | i | i | i | i | i | i | i
CC(=O)Nc1ccc(S(=O)(=O)NCCc2ccc(F)cc2)cc1 | i | i | i | i | i | i | i | i | i | i | i
Cc1ccc(S(=O)(=O)N(CC(=O)Nc2cccc([N+](=O)[O-])c2)C2CCCCC2)cc1 | i | i | i | i | i | i | i | i | i | i | i
CC1CCCN(C(=O)COC(=O)c2ccc3[nH]c4c(c3c2)CCCC4)C1 (stereo not given) | i | i | i | i | i | i | i | i | i | i | i
Cc1ccc(CNC(=O)CCCc2c[nH]c3ccccc23)cc1 | i | i | i | i | i | i | i | i | i | i | i
CC1(C)C(c2cccs2)=[N+]([O-])C2(CCCCC2=O)N1O (stereo not given) | i | i | i | i | i | i | i | i | i | i | i
CCCCc1nc2ccccc2c(=O)n1NC(=O)c1c(O)c2c(n(CC(C)C)c1=O)CCCC2 | / | i | i | / | i | i | i | i | i | / | /
Cc1cccc(C)c1NC(=O)c1ccc(-n2cnnn2)cc1 | i | i | i | i | i | i | i | i | i | i | i
CC1CCC(NC(=O)CN2CCC(n3nnc4cc(F)ccc43)CC2)CC1 (stereo not given) | i | i | i | i | i | i | i | i | i | i | i
CC1(C)NC(=O)N(CC(O)CN(c2cccc([N+](=O)[O-])c2)S(=O)(=O)c2ccccc2)C1=O (stereo not given) | i | i | i | i | i | i | i | i | i | i | i
COc1ccc(S(=O)(=O)N2CCN(c3nc4ccccc4nc3-n3nc(C)cc3C)CC2)cc1 | / | i | i | / | / | i | i | i | i | / | /
O=C(C1=C[C@@H](C2CCCCC2)C[C@@H](OCc2ccc(CO)cc2)O1)N1CCOCC1 | i | i | i | i | i | i | i | i | i | i | i
O=C(Nc1ccc2ccccc2c1)c1cn(-c2ccccc2)nc1-c1cccs1 | i | i | i | i | i | i | i | i | i | i | i
COc1cc(/C=C2\CC/C(=C\c3cc(OC)c(O)c(OC)c3)C2=O)cc(OC)c1O | i | / | / | i | i | / | / | / | / | i | i
Cc1nn(C)cc1S(=O)(=O)N1CCN(Cc2ccc(F)cc2Cl)CC1 | i | i | i | i | i | i | i | i | i | i | i
CCSc1nc(C)c(CC)c(C)c1C(N)=O | i | i | i | i | i | i | i | i | i | i | i
O=C(NCc1nc2ccccc2[nH]1)c1ccc(Cl)c(S(=O)(=O)N2CCCC2)c1 | i | i | i | i | i | i | i | i | i | i | i
Cc1nn2c(N3CCN(C)CC3)c3c(nc2c1-c1ccccc1)CCCC3 | i | i | i | i | i | i | 28* | i | i | i | i
CN(C)C(=O)c1cccn1-c1ncc(C(F)(F)F)cc1Cl | i | i | i | i | i | i | i | i | i | i | i
CCOC(=O)c1c(-c2ccccc2)csc1/N=C/C1C(=O)CCCC1=O | i | i | i | i | i | i | i | i | i | i | i
CC(=O)N1CCc2cc(S(=O)(=O)CCC(=O)NCc3ccco3)ccc21 | i | i | i | i | i | i | i | i | i | i | i
CCn1ncc(Br)c1C(=O)Nc1ccc(OC(F)(F)F)cc1 | i | i | i | i | i | i | i | i | i | i | i

(list continues)
SMILES | TMEM16A inh | TRPC6 activator | TRPC4 agonist | MrgX1 antagonist | ANO1 activ | RGS4 block | TRPC4 PAM | TRPC4 block | TRPC6 inhibitor | MrgX1 agonist | MrgX1 PAM
CN(C)CCCN(CCCNC(=O)/C=N/O)Cc1ccccc1 | i | i | i | i | i | i | i | i | i | i | i
Cc1cc(C)cc(NC(=O)CCn2cnc3cc(C)c(C)cc32)c1 | i | i | i | i | i | i | i | i | i | i | i
COCC1OS(=O)(=O)NC(CC(=O)SC(C)(C)C)C1C (stereo not given) | i | i | i | i | i | i | i | i | i | i | i
CNC(=O)NC(=O)CN1C(=O)NC2(CCOc3ccccc32)C1=O (stereo not given) | i | i | i | i | i | i | i | i | i | i | i
O=C(c1ccccc1)c1cnc2ccc(Cl)cc2c1N1CCOCC1 | i | i | i | i | i | i | i | i | i | i | i
NC(=O)C1(N2CCCCC2)CCN(C(=S)NC2CCCC2)CC1 | i | i | i | i | i | i | i | i | i | i | i
O=C(NN1C(=O)C2C3C=CC(C3)C2C1=O)c1ccncc1 (stereo not given) | i | i | i | i | i | i | i | i | i | i | i

Bioassay records (PubChem BioAssay)
